NS5 inhibitors = Dengue-2 NS5 methyltransferase inhibitors, primary screen, biochemical, confirmation dose response (AID 588689); Genome polyprotein (Dengue virus type 2 (strain 16681-PDK53)); Dengue-2 NS5 methyltransferase capping enzyme assay, biochemical; higher % means a stronger effect; inhibition, % at 25 µM, or IC50 in µM where a hit was titrated; hit rate 0.3% among 340,000; in the data active = a potency from the dose series
GPR35 antagonists = GPR35 antagonists blocking zaprinast-driven arrestin recruitment, primary screen, imaging, U2OS, beta-arrestin-GFP, zaprinast agonist (AID 2058); U2OS GPR35 beta-arrestin-GFP translocation imaging, zaprinast antagonism; higher % means a stronger effect; one-dose inhibition, % at 10 µM; IC50 in µM for titrated hits; hit rate 0.052% among 290,000;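 active = inhibition of at least 50% with at least 30 cells and total cytoplasm GFP at most 10,000,000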
GPR55 activation = GPR55 agonists via beta-arrestin recruitment, primary screen, imaging, U2OS cells, beta-arrestin-GFP redistribution (AID 1961) | activation, % at 10 µM, or EC50 in µM where a hit was titrated | G-protein coupled receptor 55 (Homo sapiens) | U2OS GPR55 beta-arrestin-GFP redistribution imaging; higher % means a stronger effect | hit rate 0.048% among 290,000;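 active = activation above 40% with more than 50 cells counted in the well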;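 note: U2OS osteosarcoma cells stably expressing GPR55 and beta-arrestin-GFP; plate controls were DMSO negative control for no effect and LPI positive control for full effect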
West Nile virus CPE = West Nile virus antiviral activity, cell-based, CPE readout (AID 1621); CPE inhibition, % at 10 µM, or IC50 in µM where a hit was titrated; West Nile virus-infected cells, CPE inhibition; higher % means a stronger effect; hit rate 0.02% among 290,000; in the data active = a potency from the dose series; note: strong numbers were not always called active
KOR beta-arrestin-1 = KOR agonists, beta-arrestin recruitment, primary screen, cell-based, luminescence, uHTS (AID 1777) | hit rate 0.02% among 280,000 | one-dose activation, % at 10 µM; EC50 in µM for titrated hits | KOR beta-arrestin recruitment, luminescence; higher % means a stronger effect | Kappa-type opioid receptor (Homo sapiens); in the data active = activation above about 50%, passing the limit was not always enough; note: a part of the inactive calls stands beside numbers as strong as those of hits
NOD1 inhibition = NOD1 signaling inhibitors, primary screen, cell-based, luminescence, uHTS (AID 1578); NOD1-driven NF-kB luciferase reporter cells, luminescence; higher % means a stronger effect; one-dose inhibition, % at 4 µM; EC50 in µM for titrated hits; hit rate 1% among 290,000; in the data active = inhibition mostly above about 36%, no sharp cut-off; inactive = mostly below about 34%;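 note: HEK-293T reporter cells stimulated with the NOD1 agonist gamma-tri-DAP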
KOR beta-arrestin-2 = KOR antagonists, beta-arrestin recruitment, cell-based, luminescence, uHTS (AID 1778); one-dose inhibition, % at 10 µM; IC50 in µM for titrated hits; hit rate 0.091% among 290,000; KOR beta-arrestin recruitment, luminescence, antagonist mode; higher % means a stronger effect; Kappa-type opioid receptor (Homo sapiens); in the data active = inhibition above about 50%; note: strong numbers were not always called active
HIV fusion peptide = inhibitors of HIV fusion peptide binding, primary screen, biochemical, uHTS, fluorescence dequenching (AID 1986) | cell-free peptide binding, fluorescence dequenching, 30 min; higher % means a stronger effect | inhibition, % at 20 µM; hits with a dose series show IC50 in µM | hit rate 0.3% among 290,000; in the data active = inhibition mostly above about 52%, no sharp cut-off; inactive = mostly below about 76%; note: some results filed as inactive read as strong as hits
GPR55 antagonists = GPR55 antagonists blocking LPI-driven arrestin recruitment, primary screen, imaging, U2OS, beta-arrestin-GFP, LPI agonist (AID 2013) | G-protein coupled receptor 55 (Homo sapiens) | U2OS GPR55 beta-arrestin-GFP translocation imaging, LPI antagonism; higher % means a stronger effect | inhibition, % at 10 µM; hits with a dose series show IC50 in µM | hit rate 0.13% among 290,000;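 active = spots per cell inhibited over 60%, with over 100 cells counted and total cytoplasm intensity under 500,000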;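 note: U2OS cells stably carrying GPR55 and arrestin-GFP stimulated by 5 µM LPI near EC80; imaged beta-arrestin-GFP aggregate spots per cell after agonist stimulation; plate controls were LPI-stimulated DMSO wells for no effect and DMSO wells without LPI for full effect; some results filed as inactive read as strong as hits; confirmed hits need IC50 under 10 µM and bright autofluorescent wells are also inconclusive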
NS5 inhibitors pilot replicate = further read-out of NS5 inhibitors, marked with its call; inhibition, %; measured here: pilot screen replicate inhibition
* marks the source's active call; other numbers are inactive results; · = not tested or not shown; [ ] = another dose, or the depositor's remark. The list is partial; rates above refer to the full screens.

SMILES	NS5 inhibitors	GPR35 antagonists	GPR55 activation	West Nile virus CPE	KOR beta-arrestin-1	NOD1 inhibition	KOR beta-arrestin-2	HIV fusion peptide	GPR55 antagonists	others
Cc1oc(-c2ccccc2Cl)nc1CSCC(=O)O	-4%	3%	-0.1%	-0.2%	3.2%	-5%	11%	4.4%	-11%
CC(C)(C)n1nnnc1C(c1cccs1)N1CCN(Cc2ccccc2)CC1 (stereo unspecified)	-4%	-10%	0.5%	-0.1%	3.5%	-10%	17%	0.5%	10%
Cc1c[n+](CC(=O)c2ccccc2)cs1	1%	-4%	-0.3%	-0.6%	-3.3%	-21%	-28%[20 µM]	0.2%	-5%
CCOC(=O)C1(CC)CC(CSc2nc3ccccc3[nH]2)OC1=O (stereo unspecified)	-1%	-2%	-0.1%	0.6%	-1.7%	-23%	3%	2.4%	4%
COc1ccccc1C1/C(=C(\O)c2ccc3c(c2)OCCO3)C(=O)C(=O)N1Cc1cccnc1 (stereo unspecified)	-5%	-4%	-0.1%	0.1%	3.2%	-13%	-34%	1.0%	-2%
C[C@]12CCC(=O)C=C1C=C[C@@H]1[C@@H]2CC[C@@]2(C)[C@H]1CC[C@@]21CCC(=O)O1	7%	-2%	-0.2%	-0.4%	5.1%	-8%	-4%	2.6%	1%
O=C(NNC(=O)c1ccc(S(=O)(=O)N2CCOCC2)cc1)c1ccccc1	-6%	-6%	0.0%	1.8%	0.7%	-24%	-19%	1.7%	1%
COc1ccccc1C(=O)NNC(=O)c1ccncc1	-10%	2%	-0.3%	2.2%	1.0%	1%	-20%	0.9%	-11%
O=C(c1ccco1)N1CCN(Cc2c(Cl)cccc2Cl)CC1	-8%	23%	0.3%	-1.1%	-0.8%	0%	-24%[20 µM]	2.8%	1%
Fc1cccc(C2CCCCN2Cc2nc(C3CC3)no2)c1 (stereo unspecified)	-7%	5%	0.2%	-0.8%	-0.7%	-4%	12%[20 µM]	-0.6%	0%
COc1ccc(NC(=O)CSc2sc3c(O)cc(=O)[nH]c3c2C#N)c(OC)c1	-8%	-2%	0.5%	-0.5%	1.2%	-20%	-3%	18%	3%
CC(=O)c1cccc(NC(=O)C(OC(=O)c2cccc(S(=O)(=O)N(C)c3ccccc3)c2)c2ccccc2)c1 (stereo unspecified)	-13%	-2%	0.2%	0.1%	3.9%	-5%	16%	3.5%	13%
CNC(=S)N1CCC(c2nc3ccccc3s2)CC1	-7%	-5%	-0.1%	0.2%	-0.2%	5%	-35%[20 µM]	-1.4%	13%
CCC(C)[C@H](NS(=O)(=O)c1ccc(C)cc1)C(=O)N1CCC(C(=O)N[C@@H](Cc2ccccc2)C(=O)O)CC1 (stereo partly specified)	-6%	7%	-0.2%	0.3%	-0.7%	-11%	22%	0.9%	11%
COc1cccc(C2C(C#N)=C(N)Oc3cc(C)n(Cc4ccccn4)c(=O)c32)c1OC (stereo unspecified)	-1%	10%	-0.1%	0.0%	-1.7%	-20%	12%	3.2%	5%
O=C(CSc1nnc(NC(=O)c2cccc(F)c2)s1)NCC1CCCO1 (stereo unspecified)	-5%	5%	-0.1%	-0.2%	16%	-29%	10%	-0.3%	6%
Cc1ccc(C)c(-n2c(SCC(=O)Nc3nnc(C)s3)nnc2-c2ccoc2C)c1	-15%	13%	-1.0%	0.0%	·	-53%	-14%	1.2%	-4%
CC(=O)[C@@H]1[C@@H]2C(=O)N(c3ccccc3F)C(=O)[C@@H]2[C@H]2c3ccccc3C=NN12	·	9%	-0.6%	0.7%	7.5%	-11%	9%	-1.0%	-7%
COc1ccc(C(=O)NCC(=O)NCc2cc(=O)n(C)c(=O)n2C)cc1	-2%	-4%	0.2%	0.3%	7.3%	-23%	-11%	-0.1%	-32%
COc1ccc(C(C)=O)cc1CSCC(=O)O	-11%	-7%	1.0%	0.3%	2.1%	-24%	-21%	-0.3%	6%
CC1CCCC(C)N1C(=O)CSCc1ccc(Cl)cc1 (stereo unspecified)	-1%	4%	-0.1%	-1.1%	0.7%	3%	-6%	1.0%	10%	NS5 inhibitors pilot replicate=-4.7
Cc1nc2c(sc(=S)n2Cc2ccco2)c(=O)n1CC(=O)Nc1ccc(F)cc1	-6%	4%	-0.1%	0.7%	-1.1%	15%	-4%	1.4%	0%
COC(=O)N/N=C/c1ccccc1	-4%	7%	0.7%	0.4%	-0.4%	-24%	0%	-1.1%	16%
CCOC(=O)c1cc(CC)sc1NC(=O)c1ccc2c(c1)OCCO2	-3%	15%	0.3%	-0.3%	1.2%	-3%	-30%	1.3%	6%
O=C(c1cn(-c2ccccc2)nc1-c1ccncc1)N1CCCCC1	-2%	-3%	-0.1%	-0.1%	0.2%	-14%	17%	-0.7%	10%

Reprinted at random: 4 compounds from above.
SMILES	NS5 inhibitors	GPR35 antagonists	GPR55 activation	West Nile virus CPE	KOR beta-arrestin-1	NOD1 inhibition	KOR beta-arrestin-2	HIV fusion peptide	GPR55 antagonists	others
CC1CCCC(C)N1C(=O)CSCc1ccc(Cl)cc1 (stereo unspecified)	-1%	4%	-0.1%	-1.1%	0.7%	3%	-6%	1.0%	10%	NS5 inhibitors pilot replicate=-4.7
CNC(=S)N1CCC(c2nc3ccccc3s2)CC1	-7%	-5%	-0.1%	0.2%	-0.2%	5%	-35%[20 µM]	-1.4%	13%
CCOC(=O)c1cc(CC)sc1NC(=O)c1ccc2c(c1)OCCO2	-3%	15%	0.3%	-0.3%	1.2%	-3%	-30%	1.3%	6%
CCC(C)[C@H](NS(=O)(=O)c1ccc(C)cc1)C(=O)N1CCC(C(=O)N[C@@H](Cc2ccccc2)C(=O)O)CC1 (stereo partly specified)	-6%	7%	-0.2%	0.3%	-0.7%	-11%	22%	0.9%	11%

Continuation:
SMILES	NS5 inhibitors	GPR35 antagonists	GPR55 activation	West Nile virus CPE	KOR beta-arrestin-1	NOD1 inhibition	KOR beta-arrestin-2	HIV fusion peptide	GPR55 antagonists	others
CC(=O)c1nc(N2C(=O)CC(Cc3cc(C)cc(C)c3)C2=O)sc1C (stereo unspecified)	0%	3%	0.2%	-0.3%	-5.2%	-14%	30%	0.8%	1%
Cc1ccc(CN2CCSCC2)cc1	-4%	2%	0.2%	0.0%	1.8%	-34%	-40%[20 µM]	-0.4%	-10%
O=C(Cn1nnc(-c2ccc(N3CCOCC3)cc2)n1)N1CCOCC1	·	-20%	0.0%	0.4%	1.8%	-2%	-24%	-0.2%	4%
CN(C)S(=O)(=O)c1cccc(C(=O)N=C2N=C3C=CC(Cl)=CN3Cc3ccccc32)c1	2%	4%	0.0%	0.1%	6.0%	-3%	-22%	1.1%	-2%
Cc1[nH]nc(SCC(=O)N2CCC(C)CC2)c1[N+](=O)[O-]	-4%	-11%	0.5%	-0.2%	4.3%	-10%	-23%	-2.9%	-3%
COC(=O)c1ccc(-c2nc(-c3cccs3)no2)cc1	0%	4%	-0.1%	0.4%	-7.1%	-40%	8%	-0.6%	5%
COc1ccc(C(c2nnnn2CC2CCCO2)N2CCN(c3ccccc3)CC2)cc1 (stereo unspecified)	-3%	-1%	-2.3%	0.1%	0.7%	18%	-22%	0.7%	-14%
COc1ccc(CCNS(=O)(=O)c2c(C)nc3scc(C)n3c2=O)cc1OC	-4%	-6%	0.1%	0.1%	1.8%	-39%	-17%	-0.6%	-2%
CCOC(=O)C1CCCc2c1[nH]c1c(C(N)=O)cccc21 (stereo unspecified)	-4%	6%	-0.1%	0.1%	2.9%	-9%	-10%	0.4%	-4%
O=C1CCCC2=C1C(c1cccc(O)c1)c1c(ccc3ncccc13)N2 (stereo unspecified)	1%	-6%	-0.1%	1.7%	-2.9%	-30%	6%	-1.2%	-5%
CCCc1cc(C(=O)NC2CCCC2)no1	-3%	-4%	-0.3%	0.2%	-3.6%	-48%	20%	-0.9%	2%
CCCCN(CC)Cc1ccc(CNC(=S)Nc2c(C)cc(C)cc2C)o1	1%	-17%	-0.3%	0.0%	6.2%	-28%	-27%	-0.7%	5%
O=C(O)c1ccc(Cn2nnc3sc4c(c3c2=O)CCCC4)cc1	·	7%	0.1%	0.6%	-1.4%	-33%	-8%	20%	1%
CC(=O)c1ccc(N2CCN(C(=O)c3ccc(Cl)c(NC4=NC5CS(=O)(=O)CC5S4)c3)CC2)cc1 (stereo unspecified)	-4%	7%	-0.1%	-0.1%	-2.0%	-3%	-25%	0.0%	9%
Cc1ccnc(NC(=O)c2cccc3ccccc23)c1	-9%	4%	1.0%	-0.3%	-1.7%	-12%	20%	-0.5%	-8%
CN1CCc2c(sc(/N=C/c3c[nH]c4ccccc34)c2C#N)C1	·	6%	-0.1%	0.1%	-2.0%	-8%	4%	60%	5%
CCOC(=O)c1cc(-c2ccccc2)n(CC(=O)O)c1C	6%	15%	-0.1%	0.1%	-1.7%	2%	-15%	2.0%	4%
Oc1[nH]c2ccc(Br)cc2c1N=Nc1ccc(C(F)(F)F)cn1	-8%	12%	1.3%	-0.9%	-0.6%	28%	-12%	-0.6%	10%
Cc1cccc(NC(=S)NCC(c2cccnc2)N2CCOCC2)c1C (stereo unspecified)	0%	-8%	-0.5%	-0.6%	-5.1%	-5%	21%	-1.2%	8%
Cc1cc(Cl)ccc1NC(=S)Nc1ccccn1	-4%	-4%	-0.6%	-0.9%	7.0%	-43%	26%	-0.9%	-33%
COc1ccc(NC(=O)OCCn2c([N+](=O)[O-])cnc2C)cc1	-5%	-10%	0.8%	-0.5%	-1.8%	-24%	20%	-2.1%	2%
COc1ccc(/C(N)=N/OC(=O)C2CCC(=O)N2S(=O)(=O)c2ccc(C)cc2)cc1 (stereo unspecified)	-1%	10%	-0.4%	0.5%	1.1%	-11%	·	-0.2%	4%
CC(C)Cn1c(N)c(-c2nc(C(C)C)c(C(=O)c3ccccc3F)s2)c(=O)n(C)c1=O	·	-15%	-0.1%	-0.1%	-1.1%	-8%	-124%[20 µM]	-0.4%	0%
CC1CCN(c2c([N+](=O)[O-])c(=O)oc3ccccc23)CC1	2%	9%	1.4%	-0.6%	1.4%	55%	-11%	-1.3%	3%
O=C(Nc1ncccc1O)c1ccc(Oc2ccccc2)cc1	-6%	3%	0.2%	-0.3%	-0.1%	-121%	-58%	-1.5%	-5%

3 compounds already listed, ordered by molar mass, low to high.
SMILES	NS5 inhibitors	GPR35 antagonists	GPR55 activation	West Nile virus CPE	KOR beta-arrestin-1	NOD1 inhibition	KOR beta-arrestin-2	HIV fusion peptide	GPR55 antagonists	others
CCCc1cc(C(=O)NC2CCCC2)no1	-3%	-4%	-0.3%	0.2%	-3.6%	-48%	20%	-0.9%	2%
Oc1[nH]c2ccc(Br)cc2c1N=Nc1ccc(C(F)(F)F)cn1	-8%	12%	1.3%	-0.9%	-0.6%	28%	-12%	-0.6%	10%
COc1ccc(CCNS(=O)(=O)c2c(C)nc3scc(C)n3c2=O)cc1OC	-4%	-6%	0.1%	0.1%	1.8%	-39%	-17%	-0.6%	-2%
